# mcGAS lum – cyclic GMP-AMP synthase inhibitors, mouse, primary biochemical chemiluminescence | Q8C6L5 | recombinant cGAS, Kinase-Glo ATP depletion luminescence | inhibition, % at 12.5 µM | 0.15% of 160,000 active;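 note: 0% = negative control wells and 100% = reference inhibitor with no enzyme activity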
# hcGAS lum – Primary biochemical luminescence assay for human cyclic GMP-AMP synthase inhibitors; recombinant h-cGAS, ATP depletion, Kinase-Glo luminescence; inhibition, % at 12.5 µM; 0.081% of 290,000 active;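 note: 0% = vehicle reaction and 100% = reaction without DNA for no activity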
# Target sequence (Q8N884 whole entry, looked up): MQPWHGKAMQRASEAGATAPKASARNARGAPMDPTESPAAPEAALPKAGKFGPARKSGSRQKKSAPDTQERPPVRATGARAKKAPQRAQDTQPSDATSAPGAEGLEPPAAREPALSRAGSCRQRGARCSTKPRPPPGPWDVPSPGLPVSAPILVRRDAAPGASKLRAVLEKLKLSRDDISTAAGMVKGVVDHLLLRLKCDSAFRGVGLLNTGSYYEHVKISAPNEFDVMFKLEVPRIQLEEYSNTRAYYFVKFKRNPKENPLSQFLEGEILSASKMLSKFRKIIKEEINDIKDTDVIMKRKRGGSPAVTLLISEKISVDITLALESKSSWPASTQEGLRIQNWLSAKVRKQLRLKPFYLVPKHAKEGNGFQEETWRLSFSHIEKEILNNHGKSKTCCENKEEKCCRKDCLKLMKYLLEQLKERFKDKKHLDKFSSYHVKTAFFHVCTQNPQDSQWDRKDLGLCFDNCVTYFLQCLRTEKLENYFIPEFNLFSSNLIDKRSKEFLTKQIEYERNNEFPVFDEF
# NPYLR7 agonist – agonists of mosquito NPYLR7 receptor, primary screen, cell-based, Aedes aegypti, calcium fluorescence, mosquito biting behavior. 0.15% of 270,000 active. activation, % at 10 µM. Aedes aegypti neuropeptide Y-like receptor 7 (NPYLR7). HEK293T NPYLR7/Galpha15, GCaMP6s calcium fluorescence; in the data active = activation above about 40%;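 note: 0% = vehicle and 100% = reference agonist at the receptor; some compounds past the cut are filed as inactive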
# Starred values were filed as active, the others as inactive; nt = not tested or not shown; & = joins results of further samples. Cut-off read from the data, not from the text of the source, unless noted: active = inhibition above about 40%; inactive = the rest.
# Sequence of screens: mcGAS lum, hcGAS lum, NPYLR7 agonist
- Cc1c(NS(=O)(=O)c2ccc(F)cc2Br)cccc1C(=O)O
    -17, -6, 2
- C=CCc1cc(CN2CCC(N)(C(=O)O)C2)ccc1OC (centres undefined)
    -11, -4, nt
- CCN1Cc2cc(OC)ccc2N(CC(O)Cc2ccccc2)CCC1=O (centres undefined)
    -3, 1, 3
- CCOC(=O)CSc1nnc(NC(=O)c2ccc3c(c2)OCO3)s1
    -5, -1, -4
- CCCCCCNC(=O)c1cc(-c2ccc(C)c(C)c2)nn1-c1cccc(C)c1
    -6, -9, -4
- Cc1ccccc1NC(=O)CN1C(=O)NC(C)(CCC(C)C)C1=O (centres undefined)
    nt, -13, 1
- O=C(NC(c1ccc(F)cc1)c1cnccn1)C1CCN(Cc2ccccc2F)CC1 (centres undefined)
    -1, -5, 9
- COCCCN(CC(=O)N(CCc1ccc(OC)c(OC)c1)Cc1sccc1C)C(=O)/C=C/c1ccc([N+](=O)[O-])cc1
    -5, -15, -11
- COc1ccc(-c2cn3nc(SCC(=O)Nc4ccc(NC(C)=O)cc4)ccc3n2)cc1
    nt, -7, 3
- CC(C)CC(=O)N1CCN(c2ccc(Cl)cc2)C(=O)C1C (centres undefined)
    -4, 0, 1
- Cc1nn(CC(=O)N2CCCC3(CC2)CNC(=O)O3)c(=O)c2ccccc12 (centres undefined)
    nt, -5, 9
- C=CCn1c(CN2CC[C@H](O)C[C@@H]2C(=O)O)nc2ccccc21
    -10, -4, 3
- COc1ccccc1Nc1nc(N)nc(CN2CC(C)CC(C)C2)n1 (centres undefined)
    nt, -4, 0
- CC1=NN(C(=O)c2ccncc2)C(O)(c2ccccc2)C1 (centres undefined)
    nt, -4, 11
- O=C(Cn1c(=O)[nH]c(=O)c2ccccc21)N1CC=C(c2ccccc2)CC1
    nt, -12, 9

# In the list so far, these contain fluorine:
# Sequence of screens: mcGAS lum, hcGAS lum, NPYLR7 agonist
- Cc1c(NS(=O)(=O)c2ccc(F)cc2Br)cccc1C(=O)O
    -17, -6, 2
- O=C(NC(c1ccc(F)cc1)c1cnccn1)C1CCN(Cc2ccccc2F)CC1 (centres undefined)
    -1, -5, 9

# (list continues)
# Sequence of screens: mcGAS lum, hcGAS lum, NPYLR7 agonist
- Cc1ccccc1NC(=O)Nc1ccnn1C1CCN(C(=O)C2Cc3ccccc3O2)CC1 (centres undefined)
    nt, 1, 0
- COc1ccc(-n2c3c(c(=S)[nH]c2=O)CCC3)cc1
    -6, -8, 1
- CC1(C)CCCN1CC(=O)NCC(F)(F)F
    nt, -10, 11
- Cc1ccc(C#N)c(S(=O)(=O)N2CCN(C(c3ccccc3)c3ccc(Br)cc3)CC2)c1 (centres undefined)
    2, -1, 6
- Cc1ccnc(NC(=O)CN(C)c2cc(C(F)(F)F)ccn2)c1
    nt, -2, -22
- C=CCOC1C[C@](OCc2ccccc2C)(C(=O)NC2CC2)C[C@H]2OC(C)(C)O[C@@H]12 (some centres undefined)
    -14, -8, nt
- C=CCOC(=O)C1C(C)=Nc2nc(SCCC)[nH]c(=O)c2C1c1cccc(F)c1 (centres undefined)
    nt, -4, 0
- O=C1/C(=C\c2ccccc2F)CSc2ccccc21
    nt, -18, 6
- CCOC(=O)CN([C@@H]1C[C@@H]2CO[C@H](c3ccccc3)C[C@@H]2C1)S(=O)(=O)c1ccccc1
    -8, -2, 31
- NC(=O)c1csc(N2CC[C@@H](c3ccc4c(c3)OCO4)[C@H](O)C2)n1
    -8, -3, 0
- CCC(C(=O)N1CCC(c2nc(-c3ccc(F)c(F)c3)no2)CC1)c1ccccc1 (centres undefined)
    -6, -11, 7
- COC(CNC(=O)c1cnc2ccccc2c1)c1cccs1 (centres undefined)
    nt, -3, -4
- CCc1ccccc1NC(=O)CSc1ncc(S(=O)(=O)c2ccccc2)c(=O)[nH]1
    -5, -5, -6
- CN(C)C(C(=O)NCC1(O)CCCCC1)c1cccc(F)c1 (centres undefined)
    -11, -4, 9
- O=c1c(NCCc2ccccc2)nccn1-c1ccccc1
    nt, -13, -1

# Entries of single compounds from above. Values in the order: mcGAS lum	hcGAS lum	NPYLR7 agonist
# C=CCOC1C[C@](OCc2ccccc2C)(C(=O)NC2CC2)C[C@H]2OC(C)(C)O[C@@H]12 (some centres undefined) is listed as -14	-8	nt
# COc1ccc(-n2c3c(c(=S)[nH]c2=O)CCC3)cc1 is listed as -6	-8	1
# O=c1c(NCCc2ccccc2)nccn1-c1ccccc1 is listed as nt	-13	-1

# Returning to the listing, starting 2 compounds before the break.
# Sequence of screens: mcGAS lum, hcGAS lum, NPYLR7 agonist
- CN(C)C(C(=O)NCC1(O)CCCCC1)c1cccc(F)c1 (centres undefined)
    -11, -4, 9
- O=c1c(NCCc2ccccc2)nccn1-c1ccccc1
    nt, -13, -1
- COc1cccc(Cn2cccc2CN(C(=O)CN(CC(C)C)C(=O)c2cccc(F)c2)C(C)(C)C)c1
    0, 4, -7
- O=C(CSc1nc2ccccc2n1Cc1ccccc1)N/N=C\c1ccc(F)cc1
    nt, -1, 5
- COCCNC(=O)c1ccc(CSc2nc(C)c(C)c(N(C)Cc3ccccc3)n2)cc1
    -3, -1, 6
- Cc1ccccc1-n1nc2c(c1NC(=O)C13CC4CC(CC(C4)C1)C3)CS(=O)C2 (centres undefined)
    nt, -6, -2
- O=C(N1CCOC(C(F)(F)F)C1)C1(S(=O)(=O)c2ccccc2)CC1 (centres undefined)
    -10, -6, -1
- Cc1nc(-c2ccc(CN3CCNCC3)cc2)[nH]c(=O)c1C
    nt, -3, 0
- N#Cc1cccc(C(=O)Nc2ccc(F)c(NC(=O)C3CC3)c2)c1
    nt, -5, 2
- CCc1ccc(CN(Cc2ccco2)C(C)C(C)C)nc1 (centres undefined)
    nt, -7, 7
- Cc1ccc2c(c1)N(C(=O)Cn1cccc(S(=O)(=O)N3CCCC3)c1=O)CCO2
    nt, -1, -10
- O=C(c1cn(CCN2CCOCC2)nn1)N1CCCCC1c1cccc(F)c1 (centres undefined)
    nt, -8, 5
- COc1ccc(CCN(C)C2CCCN(C(=O)CCCc3cccs3)C2)cc1OC (centres undefined)
    nt, -4, 2
- CCN1Cc2ccccc2CC1C(=O)NCc1nc2ccc(OC)cc2[nH]1 (centres undefined)
    -13, -6, 4
- CCc1nn(-c2ccc(F)cc2)c(Oc2ccccc2)c1CN(CC(O)COCc1ccccc1)C(C)C (centres undefined)
    -6, -6, 13
- Cc1cc(-c2nnc(NC(=O)c3ccc4ncsc4c3)o2)nn1C
    4, 0, -9
- O=C(Nc1cccc(F)c1)N1CCN(C(C(=O)N2CCCC2)C2CCCC2)CC1 (centres undefined)
    -4, -4, -8
- CC(O)c1nc2ccc(-c3cccc4cccnc34)cc2[nH]1 (centres undefined)
    -15, 0, 4
- COc1c2c(cc3c1C(CC(O)C(C)C)N(C)CC3)OCO2 (centres undefined)
    -3, -4, 1
- CC(=O)n1cc(C=C2C(=O)NC(=S)NC2=O)c2ccccc21
    -3, -1, 1
- Cc1csc(NC(=O)CC2CSc3nc4c(cnn4-c4ccc(F)cc4)c(=O)n32)n1 (centres undefined)
    -7, -10, 3
- CCCCCn1c(NCCCOCC)nc2c1c(=O)[nH]c(=O)n2C
    nt, -8, 0
- Cc1ccc(NC(=O)CCCn2nc(C)cc2C)cc1
    nt, 2, -9
- CCN(CCOc1ccccc1)C(C)CS(=O)(=O)CC (centres undefined)
    nt, 4, 4
- Cc1ccc(-n2cnnc2S(=O)(=O)CCOC(C)C)c(C)c1
    nt, 4, 4
- CCCC(CCC)C(=O)NC1CC(=O)N(C2Cc3ccccc3C2)C1 (centres undefined)
    nt, -6, 2
- C=c1c(C#N)c2[nH]c(N)c(C#N)c(C)c-2/c1=C\c1ccc(-c2ccc([N+](=O)[O-])cc2OC)o1
    -5, -6, 3
- O=C(c1cnn2c(C(F)(F)F)cc(-c3ccc4c(c3)OCO4)nc12)N1CCOCC1
    -4, -6, -3
- CCn1ncc(C(=O)NCCSc2nnc(C)s2)c1C
    -15, -1, 6
- N#CC(=Cc1ccc([N+](=O)[O-])o1)C(=O)NCc1ccco1
    nt, -8, -2
- CN(Cc1ccccc1C#N)c1ccc2ccccc2c1
    nt, -9, 2
- Cc1cc(O)cc(=O)o1
    -2, 0, -8
- COc1ccc(-c2csc(-n3[nH]c(C)c(N=Nc4ccc(Cl)c(Cl)c4)c3=O)n2)cc1
    -6, 2, -1
- OCCN1CCN(CC/C=C2/c3ccccc3Sc3ccc(C(F)(F)F)cc32)CC1
    -3, -2, 0
- CC(C(=O)N1CCN(C2CS(=O)(=O)CC2O)CC1)N1CCc2ccccc2C1 (centres undefined)
    -13, -5, 2
- CCCCOC(=O)C(C)Nc1n[nH]c(=O)[nH]c1=O (centres undefined)
    -3, 1, 0
- CCOC(=O)N1CCN(C(=O)CSc2nnc3n2CCN3c2ccc(C)cc2)CC1
    0, -1, 1
- Cc1cc(OCC(O)CN(Cc2ccccc2)C(C)(C)C)ccc1[N+](=O)[O-] (centres undefined)
    nt, -3, 8
- Cc1cccc(-c2nc(C)c(Cc3ccccc3)c(N3CCN(C(=O)c4ccc5c(c4)OCO5)CC3)n2)c1
    -5, -4, -4
- O=C1CC2C(=O)CC1C1C2C1(C(=O)O)C(=O)O (centres undefined)
    nt, -2, -2
- COc1cccc(NC(=O)Nc2ccc(-n3nc(OCC(C)C)nc3-c3ccccc3F)cc2)c1
    -4, -3, -1
- Cc1ccc(-c2nc(C)c(Cc3ccccc3)c(N3CCN(C(=O)C(C)(C)C)CC3)n2)cc1
    -5, -6, 15
- O=C(CC1COCCN1)N1CCCN(C2Cc3ccccc3C2)CC1 (centres undefined)
    nt, -2, -3
- CCn1c(C)c(C(=O)CN(C2CCCCC2)S(=O)(=O)c2ccc(Cl)cc2)c(C)c1C(=O)OC
    -7, -6, 21
- Cc1c(C(=O)NCc2cccc([N+](=O)[O-])c2)sc(=O)n1Cc1ccc(C(=O)N(C)C)cc1
    nt, -4, 9
- CCC(=O)Nc1ccc(SCC(=O)N2CCOCC2)nn1
    nt, -7, 7
- CC(=O)Nc1ccc(N2C(=N)C(C#N)C(C(F)(F)F)(C(F)(F)F)C=C2C)cc1 (centres undefined)
    -9, -7, 6
- Cc1cc(NC(=O)N2CCCC2C2CCCC2)n(C)n1 (centres undefined)
    -9, -14, 4
- Cc1cc(N2CCCC2)n2nc(C(F)(F)F)c(-c3ccccc3)c2n1
    -5, -6, 5
- CCc1ccccc1NC(=O)CCNC(C)CC (centres undefined)
    -16, -3, 7
- COc1ccc(C2c3ccsc3CCN2C(=O)CN(C(=O)COCc2ccccc2)C(C)(C)C)cc1 (centres undefined)
    -5, -3, -5
- N=C1c2ccccc2CN1NC(=O)c1c[nH]c2ccccc12
    -3, -2, 1
- COc1cccc(N=Nc2ccc3cccnc3c2O)c1
    nt, -2, -1
- COC(=O)[C@@H]1[C@H]2C[C@H]3c4[nH]c5ccccc5c4CCN3C[C@@H]2CC[C@@H]1O
    -3, -7&-4, -3&-2
- COc1ccc(NC2CCCN(C3CCN(c4ccccc4C)CC3)C2)cc1OC (centres undefined)
    -10, -8, 4
- O=C(CNC(=O)c1ccccc1)NCCN1C(=O)SC(=Cc2ccccc2)C1=O
    -4, -6, 5
- O=C(NN=C1CCCCC1)C1CCN(S(=O)(=O)c2cccs2)CC1
    -3, -5, 3
- COc1ccccc1NC(=O)N1CCSC1c1cccc(C(F)(F)F)c1 (centres undefined)
    -4, -9, 21
- Nc1nc(NCc2cccc(-n3cccn3)c2)cc(N2CCOCC2)n1
    -10, 3, 0
- COc1ccc2sc(C(=O)NCCc3ccccc3Cl)c(Cl)c2c1
    -7, -6, -3
- CNC(=O)CCN(C)c1nc(C)cc(C2CCC2)n1
    nt, 1, 3
- CSc1ncccc1C(=O)N1CCN(C(c2ccccc2)c2ccc(Br)cc2)CC1 (centres undefined)
    0, 1, -5

# Following part
# Sequence of screens: mcGAS lum, hcGAS lum, NPYLR7 agonist
- NC(=O)c1ccccc1OCc1cccc2cccnc12
    nt, -6, 5
- CC(C)c1noc(C2CCN(C(=O)CCc3c[nH]c4ccccc34)CC2)n1
    nt, -6, 7
- CCC(Nc1ncc(S(N)(=O)=O)s1)c1cc(F)ccc1F (centres undefined)
    nt, 3, -3
- CC(=O)c1ccc(NC(=O)CSc2nc(-c3ccc(F)cc3)nc3c2c(=O)n(C)c(=O)n3C)cc1
    nt, -2, 6
- CCOC(=O)C(=O)N1CCN(c2nc3nccc(C(C)(C)C)n3n2)CC1
    -8, -2, 0
- CC(CC(=O)NCc1ccccc1N(C)C)NC(=O)OC(C)(C)C (centres undefined)
    nt, -8, 5
- Cc1cc2nc(-c3cc(NC(=O)c4cccc(Br)c4)ccc3O)oc2cc1C
    -4, -3, -3
- CC(C)Cn1c(N2CCN(Cc3c(F)cccc3Cl)CC2)nc2c1c(=O)[nH]c(=O)n2C
    nt, -5, 6
- Cc1cc(C(=O)NCCn2nc(-c3ccccc3)n(C)c2=O)c(C)o1
    nt, 2, 4
- COc1cc(OC)c(NC(=O)COc2cc(C)nc(N3CCC(C)CC3)n2)cc1Cl
    -6, -4, -3
- c1coc(-c2nc3ccccc3s2)c1
    nt, -2, -3
- COc1ccc(S(=O)(=O)Nc2ccc(N3CCC(C)CC3)c(C(=O)NCc3ccccc3)c2)cc1
    -5, -5, 2
- O=c1cc(CSCc2cc([N+](=O)[O-])cc3c2OCOC3)nc2sc3c(n12)CCCC3
    nt, -11, 9
